IDE cell activ – human IDE activators in live cells, primary screen, fluorescence polarization, HEK cells, FAbeta-B substrate | AID 493087, 2011 | actives 0.073% (n = 340,000) | Insulin-degrading enzyme (Homo sapiens), P14735 | FAbeta-B cleavage; 0% vehicle, 100% cell-free pure enzyme wells | activation, % at 5.96 µM;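 active = activation above the mean of all tested compounds plus 3 SD, set per screening campaign, cut at about 17% in these data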
NS3 helicase inh – inhibitors of HCV NS3 helicase, primary screen, biochemical, Cy5 molecular beacon fluorescence. Hepatitis C virus NS3 helicase. NS3 helicase DNA unwinding. inhibition, % at 10.9 µM. actives 0.56% (n = 290,000);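 active = inhibition above the mean of all tested compounds plus 3 SD, set per campaign, cut at about 35% in these data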;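 also: 0% = DMSO wells and 100% = thioflavine S control wells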
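System: Hepatitis C virus NS3 helicase domain fragment enzyme | Reagent: Annealed dual-labelled DNA beacon duplex, ATP-started | Compound dosing: 10.9 µM single point, 0.8% DMSO | Incubation: 1 h reaction at 25 °C, ATP-initiated | Technique: Cy5 fluorescence | Evaluation: Percent inhibition from t60/t0 fluorescence ratio | Benchmarks: Low DMSO, high thioflavine S at 110 µM | Replication: Singlicate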
pCIP destab – p/CIP-EGFP fusion destabilizers, primary screen, fluorescence, F442A cells; actives 0.01% (n = 290,000); decrease of EGFP signal, % at 10 µM; Q05BA5; 16 h;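 active = EGFP signal decrease of at least 30% at 10 µM or well 3 SD below plate mean, unless failing retest; inactive = the rest, including hits failing retest or dose response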; also: some compounds called inactive have numbers as strong as hits; many of its hits are not listed in these tables
UBC9 SUMO inh – inhibitors of in vitro SUMOylation cascade, primary screen, biochemical, HTRF, uHTS | SUMO-conjugating enzyme UBC9 (Homo sapiens), P63279 | HTRF SUMOylation assay, SAE1/SAE2 + UBC9 | inhibition, % at 35 µM | actives 0.36% (n = 290,000) | AID 2006, 2009; in the data active = inhibition above about 50%, passing the limit was not always enough; also: strong numbers were not always called active
Target sequence (P63279 whole entry, looked up): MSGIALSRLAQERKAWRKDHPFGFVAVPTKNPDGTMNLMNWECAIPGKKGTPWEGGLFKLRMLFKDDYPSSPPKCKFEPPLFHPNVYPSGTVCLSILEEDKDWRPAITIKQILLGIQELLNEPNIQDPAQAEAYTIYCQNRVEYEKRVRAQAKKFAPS
VIM-2 inh – VIM-2 metallo-beta-lactamase inhibitors, primary screen, biochemical, epi-absorbance readout, Pseudomonas aeruginosa enzyme; purified VIM-2, nitrocefin hydrolysis, epi-absorbance fluorescence; inhibition, % at 5.6 µM; actives 0.89% (n = 290,000); AID 1527, 2009;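 active = inhibition above the mean of all tested compounds plus 3 SD, cutoff set per screening run, cut at about 7.5% in these data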;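 also: red hydrolysis product quenches plate fluorescence so inhibitors raise well fluorescence; 0% = enzyme with DMSO and 100% = DMSO without enzyme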
IDE cell inh – human IDE inhibitors in live cells, primary screen, fluorescence polarization, HEK cells, FAbetaB substrate | AID 434962, 2010 | actives 0.41% (n = 320,000) | inhibition, % at 5.59 µM | Insulin-degrading enzyme (Homo sapiens), P14735 | FAbetaB cleavage;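 active = percent inhibition above the average of all tested compounds plus 3 SD, set per screening campaign, cut at about 16% in these data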;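 also: IDE supplied by intact live HEK cells; FP after avidin binding of uncleaved biotin substrate so inhibition keeps polarization high; 0% = DMSO wells and 100% = 60 µM reference IDE inhibitor Ii1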
IMP-1 inh – IMP-1 metallo-beta-lactamase inhibitors, primary screen, biochemical, epi-absorbance readout, Pseudomonas aeruginosa enzyme; metallo-beta-lactamase IMP-1 (Pseudomonas aeruginosa); purified IMP-1, nitrocefin hydrolysis, epi-absorbance fluorescence; inhibition, % at 5.6 µM; actives 0.45% (n = 290,000); AID 1556, 2009;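 active = inhibition above the mean plus 3 SD of all compounds in the same screening run, cut at about 4.5% in these data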;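 also: 0% = IMP-1 with DMSO and 100% = DMSO wells lacking enzyme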
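System – purified recombinant IMP-1 beta-lactamase · Input – IMP-1 dispensed at 0.2 nM · Timing – 15 min preincubation plus 25 min reaction at 25 °C · Signal – Epi-absorbance fluorescence, 480 nm excitation, 530 nm emission · Measure – percent IMP-1 inhibition derived from blank-referenced optical density · Controls – Enzyme-plus-DMSO low control, enzyme-free DMSO high control · Replication – singlicate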
DNA FID counter – compounds displacing fluorescent DNA intercalator, primary screen, artefact control for HCV NS3 helicase inhibitor project, biochemical, FID fluorescence; DNA fluorescent intercalator displacement; inhibition, % at 7.9 µM; actives 0.17% (n = 290,000); AID 1845, 2009; in the data active = inhibition above about 37%;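 also: 0% = vehicle and 100% = reference compound; higher means more ethidium bromide displaced from hairpin DNA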
M18AAP inhibitor – PfM18AAP inhibitors, malaria aminopeptidase, primary screen, biochemical, QFRET, recombinant enzyme; M18 aspartyl aminopeptidase (Plasmodium falciparum 3D7); H-Glu-NHMec fluorogenic cleavage; inhibition, % at 7.35 µM; actives 1.2% (n = 290,000); AID 1822, 2009;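 active = inhibition above the campaign mean inhibition over all tested compounds plus 3 SD, cut at about 28% in these data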;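 also: 0% = plate median of test compound wells and 100% = 2 mM ZnCl2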
* hit, by the source's call; . = not tested or not shown. Rows are unselected; 3.6% or so of the library scored in one or more.

SMILES	IDE cell activ	NS3 helicase inh	pCIP destab	UBC9 SUMO inh	VIM-2 inh	IDE cell inh	IMP-1 inh	DNA FID counter	M18AAP inhibitor
Cc1cccc(OCC(=O)Nc2nnc(-c3ccco3)s2)c1	-2	41*	-4	6	0.3	-2	0.8	-6	-6
COc1cc(/C=N/NC(=O)CC2(C)OCCCO2)ccc1OCc1ccc(Cl)cc1Cl	1	-10	2	0	-1.1	-2	-2.9	-8	-19
Cc1c(Cc2ccccc2)c(=O)oc2cc(OCC(=O)NCC(O)c3ccccc3)ccc12 (configuration not stated)	2	-1	-12	4	-0.9	-4	-0.9	-44	3
COc1ccccc1C(=O)NNC(=O)c1ccc(NS(=O)(=O)c2cccs2)cc1	2	4	-22	4	-2.8	6	-4.2	-14	-7
Cc1cc(C(=O)OCC(=O)NC(=O)NC(C)(C)C)c(C)o1	0	5	-7	14	-1.8	0	-5.0	-20	0
CON(C)S(=O)(=O)c1ccc2c(c1)N(Cc1ccc(C)cc1)C(=O)C1CCCN21 (configuration not stated)	-1	7	-7	-4	3.2	0	-3.1	-18	-9
CCC(C)(C)n1nnnc1C(CC(C)C)N1CCC(C(N)=O)CC1 (configuration not stated)	-1	-21	-1	16	0.2	0	-0.6	-11	-14
CSC1=NSC2=NC(=O)/C(=C\c3ccc(OC(=O)c4ccco4)cc3)C(=N)N12	-5	28	-16	3	-5.2	9	-4.0	-13	-3
CCN1CCN(C(=O)c2ccc(C(F)(F)F)cc2)CC1	-1	-1	-10	8	0.1	1	-0.7	-1	-1
COc1ccc(OCC(=O)OCCN2C(=O)c3ccccc3C2=O)cc1	2	8	-5	34	1.0	1	-3.1	-12	2
CC(C)(C)NC(=O)CSC(=Nc1cccc(F)c1)NC#N	4	6	-15	-11	-1.7	1	-3.0	-5	5
CCc1ccccc1N1CC23C=CC(O2)C(C(=O)O)C3C1=O (configuration not stated)	4	7	6	4	4.8	7	-1.3	-1	5
CCOCCCNc1c2c(nc3cc(-c4ccc(F)cc4)nn13)CCC2	4	-3	-2	9	-1.1	6	-0.9	-5	-1
O=C(NCC1CCCO1)C1CCN(S(=O)(=O)c2cccnc2)CC1 (configuration not stated)	6	11	-12	21	-3.6	5	-4.0	-4	5
O=C(NCC1CCCO1)C(=O)N/N=C/c1ccc(O)c(Cl)c1 (configuration not stated)	1	-7	-8	10	-3.9	5	-1.5	-9	2
O=C(CSC1=N/C(=C/c2ccc(Cl)c(Cl)c2)C(=O)N1c1ccccc1F)NC1CC1	-4	-6	-8	7	-1.1	7	-3.9	-2	4
Cc1cc(C)n2cc(COc3ccc4ccccc4c3)nc2n1	5	6	0	-5	-1.6	-4	-0.6	-19	-1
OCCC1CN(Cc2cc(F)ccc2-n2cccn2)CCN1Cc1ccc(F)cc1 (configuration not stated)	3	-3	1	3	-3.2	1	-3.5	-2	-4
O=C1/C(=C/c2cccnc2)Oc2cc(OS(=O)(=O)c3ccc(Cl)cc3)ccc21	-3	-13	-38	5	-0.7	-1	-2.0	4	1
CC(Sc1ccccc1)C(=O)NN=C1CCN(C)CC1 (configuration not stated)	.	14	15	-3	-1.1	6	-5.5	-2	6
O=C(/C=C/c1ccc(F)cc1)N1CC[C@@]2(O)CCCC[C@H]2C1	1	-15	-3	26	-2.8	14	-3.1	-16	-1
N#C/C(=C\c1ccc(OC(F)F)cc1)C(=O)N1CCCCC1	-2	2	1	14	-1.3	-3	-2.2	-7	17
CC(=O)Nc1ccc(NC(=O)COc2ccc(Cl)cc2Cl)cc1	2	-4	-12	18	-2.1	-2	-0.7	-24	0
COc1ccc(N(C(=O)CNC(=O)c2ccco2)C(C(=O)NC2CCCCC2)c2ccco2)cc1 (configuration not stated)	3	0	-12	-1	1.2	7	1.1	-12	2
O=c1ccc(-c2ccc(S(=O)(=O)NCC3CCN(Cc4cccc(F)c4)CC3)s2)n[nH]1	5	-18	-1	0	3.6	14	4.2	19	10
CNC(=O)C(C)c1ncc(C(F)(F)F)cc1Cl (configuration not stated)	-5	8	1	-7	-1.6	5	-3.3	0	2
c1ccc(CSc2ccc(-c3ccccn3)nn2)nc1	3	-2	10	17	-2.5	4	-7.3	-4	9
Fc1cccc(NC(=S)NNc2c3ccccc3nc3ccccc23)c1	-1	1	10	22	2.1	.	-0.6	15	2
Cn1c(=O)n(C)c2cc(/C=C3/NC(=O)N(Cc4ccccc4)C3=O)ccc21	1	1	4	45	-2.8	4	-1.5	-2	2
CCOc1cc(C2C(C#N)=C(N)Oc3cc(N)ccc32)ccc1O (configuration not stated)	-3	12	3	-11	0.7	6	2.1	1	25
COc1cc2c(cc1NC(=O)c1cc(-c3ccncc3)nc3ccccc13)oc1ccccc12	-4	-19	-5	2	-0.5	1	-2.2	0	3
COc1cccc(C(=O)N/N=C/c2ccc(OC)c(COc3ccccc3C(N)=O)c2)c1	7	43*	-8	2	-2.9	2	-2.0	-31	7
CC1CC1C(=O)NCCc1ccc(Cl)cc1 (configuration not stated)	1	-3	9	-2	-0.8	-6	-1.5	1	-3
N#CC1=C(N)N2C(=C(C#N)C13CCCCC3)SC1CCCCC12O (configuration not stated)	-3	2	1	-20	-1.8	-1	0.1	2	0
O=C(O)C1CSC2c3ccccc3C(=O)N12 (configuration not stated)	4	11	-12	17	-3.0	-1	11*	-4	-39
COCCNC(=O)CSc1nc(-c2ccccc2)c(-c2ccccc2)o1	1	8	-16	4	-4.3	6	0.1	-22	8
CCCCN(C)CCN1C(=O)C2C(C(=O)Nc3ccc(OC)cc3)C3C=CC2(O3)C1C(=O)NC1CCCCC1 (configuration not stated)	3	17	-6	-19	1.2	1	4.0	13	12
CCOC(=O)c1c(NC(=O)Cn2nnc3ccccc32)sc2c1CCC(C)C2 (configuration not stated)	-4	-6	-4	-17	-1.2	4	0.3	-6	-3
Cc1ccccc1C(=O)NCC(=O)Nc1ccccc1C(F)(F)F	-5	-8	-9	-2	1.4	2	-0.2	-1	-3
Cc1nn(Cc2ccc(Cl)cc2)c(C)c1NC(=O)c1noc2c1CCCCC2	1	14	8	4	-3.3	6	-2.8	-37	-5

The last three entries of the section above open the next one:
SMILES	IDE cell activ	NS3 helicase inh	pCIP destab	UBC9 SUMO inh	VIM-2 inh	IDE cell inh	IMP-1 inh	DNA FID counter	M18AAP inhibitor
CCOC(=O)c1c(NC(=O)Cn2nnc3ccccc32)sc2c1CCC(C)C2 (configuration not stated)	-4	-6	-4	-17	-1.2	4	0.3	-6	-3
Cc1ccccc1C(=O)NCC(=O)Nc1ccccc1C(F)(F)F	-5	-8	-9	-2	1.4	2	-0.2	-1	-3
Cc1nn(Cc2ccc(Cl)cc2)c(C)c1NC(=O)c1noc2c1CCCCC2	1	14	8	4	-3.3	6	-2.8	-37	-5
CC(=O)Nc1ccc(NC(=O)COC(=O)c2ccc(C)s2)cc1	5	1	5	0	-3.2	2	-3.9	-11	0
Cc1ccc(-n2nnnc2SCC(=O)Nc2ccc3c(c2)COC3=O)cc1C	4	-2	-21	13	-1.9	8	-4.1	-2	-8
COc1ccccc1OC(=O)C1CC(=O)N(c2ccc(Cl)cc2)C1 (configuration not stated)	-1	-7	-4	13	-0.7	4	-6.0	-21	6
Cc1cc(C(=O)NCc2cccnc2)n(-c2ccccc2)n1	3	10	-6	1	-6.2	0	-2.4	-1	0
Cc1ccccc1N1CC(C(=O)Nc2nnc(SCc3cccnc3)s2)CC1=O (configuration not stated)	6	11	-71	18	-4.0	-6	-1.4	-52	-7
CNC(=O)COC(=O)c1ccc(NS(=O)(=O)c2ccc3c(c2)OCCO3)cc1	6	-6	2	4	-0.9	-9	-1.9	-5	-3
COc1ccc(C(=O)Nc2ccc(N3CCN(C(=O)c4cccs4)CC3)cc2)cc1Br	-3	-9	7	-6	0.0	6	-1.7	-37	-1
COc1ccc(CN2C(=O)Cc3c2nc(N)c2c(N)nc(N4CCOCC4)c(C#N)c32)cc1	2	7	-5	101*	-4.8	7	-1.8	-6	4
CSc1ccccc1-n1nnnc1SCC(=O)Nc1cc(C)ccc1C	1	-5	-4	3	-5.5	5	-2.5	-22	10
N#Cc1ccc(N2C(=O)[C@@H]3C(C(=O)C(c4ccccc4)c4ccccc4)=NN[C@@H]3C2=O)cc1	2	5	11	-13	-1.5	5	0.7	-15	7
Cn1c(C(C#N)C(=O)Cc2cccc3ccccc23)nc2ccccc21 (configuration not stated)	5	-3	8	-9	-7.7	3	-3.7	3	5
CCOC(=O)c1ccccc1NC(=O)c1ccc2nc[nH]c2c1	2	-5	11	-9	2.3	5	-0.5	-13	-23
O=C(NCCc1cccs1)c1ccc(Cl)c(Cl)c1	3	3	-4	-13	-1.8	0	-1.0	-3	1
O=C(/C=C/c1ccccc1)NC(=O)c1ccccc1O	3	-10	-2	-13	-0.6	2	-1.2	-2	-3
CCOC(=O)C1CCCN(C(=O)CC(C)c2ccccc2)C1 (configuration not stated)	-3	2	-37	-4	-2.1	6	-2.6	-22	-1
Cc1ccc(-c2n[nH]c(=O)c3ccccc23)cc1S(=O)(=O)Nc1ccc(F)cc1	-5	-2	2	6	-1.9	12	-2.0	-33	-1
CCn1c(C)nc2cc(C(=O)NNC(=O)CCC3CCCC3)ccc21	0	7	-16	17	-3.6	0	-3.1	-10	-3
Cc1nc(SCC(=O)Nc2ccc(F)cc2)c(C#N)c(C)c1CC(=O)c1ccc(Br)cc1	1	-6	-6	11	-2.8	4	-3.2	-1	-7
CCCn1c(N)c(N(CCOC)C(=O)c2ccccc2F)c(=O)[nH]c1=O	3	10	-11	6	0.8	11	-3.0	-4	-5
NC(=O)C1CCN(CC(=O)c2c[nH]c3ccc(F)cc23)CC1	7	6	-14	0	-2.4	5	2.0	0	-4
N#CN(CC(N)=O)c1nc(N2CCCCC2)nc(N2CCCCC2)n1	1	2	-4	-5	-1.0	-1	0.3	-5	-9
Cc1ccc(N(CC(=O)O)S(C)(=O)=O)cc1Cl	4	-5	-3	4	0.9	6	-6.0	-1	-9

From PubChem
